Source: PubChem (several laboratories)
EP2 mod – EP2 receptor (human) modulation; P43116; EP2-expressing cells, cAMP HTRF FRET, PGE2 co-stimulation; induction, % at 25 µM; 260,000 compounds, 0.83% hits; AID 940;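 active = compounds whose cAMP rise, as percent of the full-agonist control response, exceeds 60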;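 also: rat C6 glioma line stably carrying human EP2 under a CMV promoter; the protocol text gives 20 µM as final concentration; 100% = response of wells given 1 µM PGE2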
Target sequence (P43116 whole entry, looked up): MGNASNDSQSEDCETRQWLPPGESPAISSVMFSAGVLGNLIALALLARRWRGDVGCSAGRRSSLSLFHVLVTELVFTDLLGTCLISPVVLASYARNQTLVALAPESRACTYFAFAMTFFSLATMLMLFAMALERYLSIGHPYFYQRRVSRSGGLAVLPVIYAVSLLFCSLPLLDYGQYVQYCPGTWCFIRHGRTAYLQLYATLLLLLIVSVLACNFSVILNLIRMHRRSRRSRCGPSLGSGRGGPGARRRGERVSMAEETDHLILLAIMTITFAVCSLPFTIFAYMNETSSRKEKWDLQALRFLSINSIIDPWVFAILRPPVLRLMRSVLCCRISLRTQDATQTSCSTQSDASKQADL
EP2 antag – inhibitors of human EP2 prostaglandin E2 receptor; P43116; C6 glioma cells expressing human EP2, cAMP TR-FRET; cells stimulated with saturating PGE2; AID 1422; inhibition, % at 25 µM; 260,000 compounds, 0.52% hits;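 active = percent inhibition above 40 after rounding to a whole number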;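 also: rat C6 glioma host cells with rolipram phosphodiesterase inhibitor present; the protocol text gives 20 µM as final concentration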
TRPML3 ag – human mucolipin-3 channel agonism | Q8TDD5 | HEK293 TRPML3-YFP, Fluo-8 calcium fluorescence; 100% = the carbachol control signal | activation, % at 3 µM | 220,000 compounds, 0.29% hits | AID 1448;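 active = activation above its plate's cutoff, the mean activation of the plate's test wells plus 3 SD, cut at about 12% in these data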;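 also: 0% = DMSO only wells and 100% = carbachol wells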
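Test system: TRPML3-YFP stable HEK293 cells. Doses: single point at 3 µM. Incubation: dye loading 1 h 37 °C then 30 min ambient, 125 s read. Signal: Fluo-8 calcium dye fluorescence, ex 470-495, em 515-575 nm. Measure: percent activation from peak-to-basal fluorescence ratio, scaled between DMSO and carbachol.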
CHOP inhibitor – blocks CHOP induction under ER stress; inhibition, % at 10 µM; 220,000 compounds, 3.8% hits; CHO-K1 CHOP-promoter luciferase, tunicamycin-induced, 15-18 h; AID 2732;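 active = compounds that reduced the stress-induced luciferase reporter signal by more than about 70% of percent inhibition, limit read from the data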;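 also: 0% = tunicamycin plus vehicle and 100% = wells without tunicamycin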
NPY-Y1 PAM-ag – potentiators or agonists of human neuropeptide Y receptor Y1; P25929; NPY-Y1 expressing cells, potentiator/agonist activation; activation, % at 3.6 µM; 220,000 compounds, 0.37% hits; AID 1304; in the data active = activation above about 33%, passing the limit was not always enough;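 also: cells stimulated with NPY at EC10 then isoproterenol at EC100; 0% = low agonist plus stimulus and 100% = saturating agonist plus stimulus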
Target sequence (P25929 whole entry, looked up): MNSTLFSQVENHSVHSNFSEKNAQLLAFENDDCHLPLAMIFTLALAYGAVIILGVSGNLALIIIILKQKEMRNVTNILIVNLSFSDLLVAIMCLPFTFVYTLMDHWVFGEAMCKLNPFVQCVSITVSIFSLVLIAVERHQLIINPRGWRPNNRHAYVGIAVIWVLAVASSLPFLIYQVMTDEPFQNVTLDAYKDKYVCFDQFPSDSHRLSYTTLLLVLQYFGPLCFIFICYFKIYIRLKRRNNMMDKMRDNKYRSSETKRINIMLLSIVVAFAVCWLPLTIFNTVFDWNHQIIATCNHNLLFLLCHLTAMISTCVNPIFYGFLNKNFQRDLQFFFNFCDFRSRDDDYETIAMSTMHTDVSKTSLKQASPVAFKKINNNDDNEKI
NPY-Y1 antag – blocks the human neuropeptide Y Y1 receptor | P25929 | HEK293-CNG Y1 cells, membrane potential fluorescence; NPY at EC95, then isoproterenol | inhibition, % at 3.6 µM | 200,000 compounds, 1% hits;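 active = inhibition above the campaign mean inhibition of all tested compounds plus 3 SD, cut at about 20% in these data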;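 also: 0% = DMSO wells given NPY plus isoproterenol and 100% = isoproterenol alone without NPY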
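Material: HEK293 cells co-expressing NPY Y1 receptor and cyclic-nucleotide gated channel. Timing: compound incubation 1 h at room temperature, readout 45 min post-stimulation. Signal: fluorescence, membrane potential probe.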
PPC-1+TRAIL kill – kills PPC-1 cancer cells in the presence of TRAIL; cell killing (% activity), % at 4 µM; 220,000 compounds, 0.41% hits; PPC-1 cells + TRAIL, ATPLite viability luminescence;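 active = cell killing above 50% in the first pass at 4 µM, then a duplicate retest at 5 µM averaging 50% or more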;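 also: plate controls were cells with TRAIL plus DMSO for no effect and medium-only wells lacking cells for full effect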
zfTRPN1 agonist – agonists of zebrafish TRPN1 channel | HEK293 zebrafish TRPN1-YFP, Fluo-8 calcium fluorescence; 100% = response to 87 µM carbachol | activation, % at 3 µM | 220,000 compounds, 0.18% hits | AID 1424;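 active = activation above its plate's cutoff, the mean activation of test wells on that plate plus 3 SD, cut at about 19% in these data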;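 also: 0% = DMSO alone and 100% = 87 µM carbachol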
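Material – zebrafish TRPN1-YFP in HEK293 cells · Doses – 3 µM single point · Schedule – dye 1 h 37 °C plus 30 min RT · Signal – Fluo-8 calcium fluorescence, excitation 470-495 nm, emission 515-575 nm · Read-out – % activation versus carbachol response · Control set – carbachol high, DMSO low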
14-3-3 Bad PPI – disrupts binding of bovine 14-3-3 zeta to phospho-Bad peptide | 220,000 compounds, 0.71% hits | inhibition, % at 21.7 µM | TR-FRET 14-3-3zeta/Dy647-pBad peptide displacement, 1 h;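 active = inhibition above about 70%, limit read from the data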;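 also: 0% = full 14-3-3 plus peptide FRET controls and 100% = background without 14-3-3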
Target sequence (P63103 whole entry, looked up): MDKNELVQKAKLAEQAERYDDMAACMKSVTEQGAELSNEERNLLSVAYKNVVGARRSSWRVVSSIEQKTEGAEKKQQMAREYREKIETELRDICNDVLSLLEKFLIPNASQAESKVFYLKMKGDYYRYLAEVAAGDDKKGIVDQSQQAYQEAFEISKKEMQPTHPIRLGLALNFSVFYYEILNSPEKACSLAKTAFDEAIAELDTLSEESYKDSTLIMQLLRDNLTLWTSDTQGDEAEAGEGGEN
* = called active by the depositor; / = no result given; & = joins results of further samples; ! = a repeat was not active; [ ] = another dose, or the depositor's remark. This is a subset. The share of hits here may be higher or lower than overall.

| smiles | CHOP inhibitor | NPY-Y1 antag | PPC-1+TRAIL kill | zfTRPN1 agonist | NPY-Y1 PAM-ag | 14-3-3 Bad PPI | TRPML3 ag | EP2 mod | EP2 antag |
| --- | --- | --- | --- | --- | --- | --- | --- | --- | --- |
| Cc1cc(NS(=O)(=O)c2ccc(NC(=O)CCCOc3ccccc3)cc2)no1 | -25 | 5 | 11 | -1.6 | -15 | 22 | 0.0 | 38&-56 | 7&3 |
| COc1ccc(C(=O)Nc2nc3ccc4nc(C)sc4c3s2)cc1 | 50 | 3 | 1 | 0.5 | -2 | 62[fluorescence artefact?] | 0.6 | 18 | 9 |
| COc1ccc(-c2[nH]ncc2CN(CCO)Cc2cccs2)c(F)c1 | 10 | -4 | 0 | 0.1 | -6 | -3 | 1.0 | -24 | 7 |
| COCCn1cnc2c1c(=O)n(CC(=O)OCC(=O)NCCCc1ccccc1)c(=O)n2Cc1ccccc1 | 16 | 6 | 25 | -1.7 | 8 | -10[fluorescence artefact?] | -0.5 | 13 | 4 |
| CC1(C)CC(=O)C(C=Nc2ccc(Cl)cn2)=C(O)C1 | 5 | -4 | / | 1.8 | -25 | -11 | 0.8 | 16 | 11 |
| CC(=O)Nc1ccc(/C=N/NC(=O)CNC(=O)c2ccccc2)cc1 | 14 | -1 | 13 | -0.1 | 3 | 1 | 1.1 | 0 | 6 |
| O=C(CSc1nc2[nH]ncc2c(=O)[nH]1)NCc1ccccc1Cl | -15 | 6 | 10 | 1.8 | -16 | -9 | 0.4 | 17 | 7 |
| CC1(C)Cc2c(C#N)c(OCC(=O)c3ccccc3)nc(-c3ccoc3)c2CO1 | 29 | 2 | 24 | 0.8 | 2 | -10 | 0.1 | 40 | 10 |
| O=C(c1ccc2c(c1)OCO2)C1CCCN(Cc2cn[nH]c2-c2ccccc2)C1 (centres undefined) | 13 | 3 | 11 | 0.5 | -14 | -13 | 1.0 | -48 | 5 |
| COc1ccccc1N(CC(=O)NCc1ccccc1)C(=O)CCC(=O)Nc1ccccn1 | 11 | -1 | 10 | -0.6 | 0 | 3 | -0.2 | 31 | 12 |
| CCOC(=O)Cc1csc(N/C(=N/S(=O)(=O)c2ccc(Cl)cc2)c2ccccc2)n1 | 21 | 0 | -14 | -0.5 | -16 | -23[fluorescence artefact?] | 0.8 | 23 | 8 |
| COc1ccc(CC(=O)OCC(=O)Nc2ccc(Br)cc2)cc1 | 15 | 7 | 11 | -1.7 | -13 | -1 | -0.2 | 7 | 5 |
| Cc1nc2c(C(=O)NCc3ccc(F)cc3)c[nH]n2c(=O)c1Cl | -2 | 6 | -12 | 0.5 | -6 | 3 | 0.3 | 18 | 2 |
| O=c1[nH]n(-c2cccc3cccnc23)c(=O)c2ccccc12 | 47 | 1 | 0 | 0.1 | 10 | -15[fluorescence artefact?] | 0.7 | 23 | 7 |
| Cc1ccc(CO/N=C\Cc2snc(Sc3ncc(C(F)(F)F)cc3Cl)c2C#N)cc1 | -39 | 10 | -1 | -0.2 | -10 | -8 | 0.6 | 20 | 2 |
| CCN(CCn1cccn1)Cc1nc(Cc2cccc(F)c2)no1 | 6 | -2 | 6 | 0.9 | 1 | 0 | 0.5 | -15 | -1 |
| Cc1ccc(CNc2nc(N)c([N+](=O)[O-])c(NCCO)n2)cc1 | 4 | / | -11 | -0.4 | -20 | -3 | -0.5 | 15 | 5 |
| O=C1C2C(C(=O)N1/N=C/c1cc([N+](=O)[O-])ccc1O)C1C=CC2C12CC2 (centres undefined) | -2 | 0 | 14 | 0.8 | -4 | 37 | 1.0 | 23 | 2 |
| CC(C)C(O)(C(=O)NNc1ccccc1)C(C)C | 19 | / | 11 | 0.8 | -3 | -3 | 0.0 | -29 | 10 |
| Cc1cc(C)c2cc(CN(CC3CCCO3)C(=S)NCc3ccco3)c(=O)[nH]c2c1 (centres undefined) | 19 | -1 | / | 0.5 | -16 | 1 | 0.0 | 6 | 12 |
| COC(=O)CNC(c1ccccc1Cl)c1cc(Br)ccc1NC(=O)CCN1CCOCC1 (centres undefined) | 15 | 6 | -41 | 1.4 | -14 | -5[fluorescence artefact?] | 1.1 | 10 | 9 |
| CCCn1c(N)c(N(CCOC)C(=O)/C=C/c2ccc(C(=O)OC)cc2)c(=O)[nH]c1=O | -4 | 3 | 35 | 0.8 | 7 | 13 | -0.7 | -14 | 7 |
| Cc1ccc(S(=O)(=O)N2CCC(C(=O)N[C@H](C(=O)NCC3CCCO3)C(C)C)CC2)cc1 (some centres undefined) | 23 | -2 | -4 | -0.1 | 5 | -6[fluorescence artefact?] | -0.2 | -11 | 3 |
| Cc1ccc(NC(=O)COC(=O)[C@H](C)NC(N)=O)c(C)c1 | 5 | -4 | 18 | 1.8 | 20 | -3 | 1.4 | 11 | 7 |
| COc1ccc(NC(=O)Cn2nnc(-c3ccc(CN4CCOCC4)cc3)n2)c(OC)c1 | 27 | -7 | 27 | 0.8 | 5 | 1 | 1.1 | 9 | 4 |
| CC(C)NC(=O)NC(=O)COC(=O)c1ccc(OC(F)(F)F)cc1 | 84* | 3 | 34 | -1.7 | -6 | 5 | -0.4 | 45 | 6 |
| CN(C)c1ccc(CN2CCCCC2)cc1 | 6 | 5 | 4 | 0.5 | 3 | 51[fluorescence artefact?] | 0.6 | 10 | 9 |
| COc1ccc(Nc2oc(-c3ccccc3Cl)nc2C#N)cc1 | / | 8 | -6 | 1.0 | 4 | 3 | 0.3 | 3 | 12 |
| Cc1ccc(-c2nnn(CC(=O)N(Cc3cccs3)C(C(=O)NCC3CCCO3)c3ccco3)n2)o1 (centres undefined) | 3 | 1 | 5 | 0.8 | 7 | -5 | 0.4 | -36 | 5 |
| COc1ccc(N=Cc2sc(O)c3ccccc23)cc1 | 52 | 1 | 26 | 33* | 11 | -33[fluorescence artefact?] | 28* | -22 | 13 |
| Cc1ccc(Cn2c(=O)c3cccnc3n(CC(=O)Nc3cccc(C(F)(F)F)c3)c2=O)cc1 | 45 | 8 | -5 | 0.2 | -15 | 6 | 0.4 | 36 | 13 |
| Cc1cc2oc(=O)cc(CN3CCC(C)CC3)c2c(C)c1Cl | 11 | 4 | 6 | 2.6 | -4 | -24 | 0.9 | 54 | 7 |
| C/C(=N\NC(=O)CCc1c[nH]c2ccccc12)c1cccc([N+](=O)[O-])c1 | 15 | 0 | 3 | 1.2 | -16 | 5 | 0.3 | -11 | 20 |
| CCN(CC)CCNC(=O)c1cc(S(C)(=O)=O)ccc1OC | 6&-28 | -3 | 15 | 0.3 | 13 | -2 | 0.7 | 2&12&-5 | 7&16 |
| Cc1cnc(C(=O)Nc2ccc(C)c(S(=O)(=O)N(C)C)c2)cn1 | -2 | -4 | 30 | -0.7 | -16 | 2 | 0.3 | 20 | 10 |
| CCN(C(=O)COC(=O)c1c2c(nc3ccccc13)/C(=C/c1ccccc1)CC(C)C2)C1CCS(=O)(=O)C1 (centres undefined) | 33 | 2 | 27 | -0.8 | 5 | -18[fluorescence artefact?] | 0.8 | 6 | 3 |
| COC(=O)c1nc(NC(=O)c2ccc(C(C)(C)C)cc2)n[nH]1 | 69 | 2 | -2 | 0.3 | 1 | -3 | 1.0 | 48 | 11 |
| CCOC(=O)c1ccc(N2C(=O)CC(N3CCC(C(=O)OCC)CC3)C2=O)cc1 (centres undefined) | 2 | -8 | 1 | 0.8 | -6 | -19 | 1.1 | 19 | 15 |
| O=C(Nc1nccs1)c1cn(-c2ccccc2)nc1-c1ccccc1 | 71* | 0 | -2 | -0.2 | -1 | 7 | 0.8 | 48 | 18 |
| CC(NC(=O)COc1ccccc1)C(c1cccs1)N1CCCC1 (centres undefined) | 2 | -3 | 6 | -1.0 | -7 | -6 | 0.7 | 8 | 16 |
| COc1ccc(-c2[nH]ncc2CN(C)Cc2ccccn2)c(OC)c1 | -20 | 7 | 11 | 0.9 | 14 | -8 | 0.1 | -16 | 8 |
| O=Cc1cc2ccccc2nc1SCc1ccc(Cl)cc1 | 56 | 26* | -32 | 1.6 | 9 | 1 | 0.7 | 57 | 5 |
| CCOc1ccc(NC(=O)NCCN2C(C)CCCC2C)cc1 (centres undefined) | 32 | 0 | 7 | -1.1 | -11 | -5[fluorescence artefact?] | -0.1 | -12 | 6 |
| CCC(=O)N(CCC1(C(C)C)CCOC(C)(C)C1)C(C)c1cccs1 (centres undefined) | 7 | / | 1 | -2.1 | 12 | 4 | -0.6 | 22 | 7 |
| Cc1ccccc1NC1=NC2(CCCC2)N=C(N)N1 | 1 | 2 | 15 | 0.3 | 1 | -15 | -0.7 | 3 | 12 |
| Cc1ccc(S(=O)(=O)N[C@@H](Cc2ccccc2)C(=O)CCl)cc1 | 108*! | 7 | 11 | 1.2 | -36 | -3 | 1.9 | 0&-13 | 13&37 |
| CCOc1ccc(Br)cc1/C(C)=N\NC1=NCCN1 | 11 | 9 | 32 | 0.0 | -28 | 26 | 0.3 | 5 | 14 |
| O=C(COC(=O)c1cccc(N2C(=O)c3ccccc3C2=O)c1)Nc1ccccc1 | 23 | 4 | 0 | 1.1 | -18 | 3 | 0.8 | 13 | 10 |
| COc1ccc(Cn2nnc(C(=O)Nc3ccc(F)cc3)c2N)cc1 | -12 | -2 | -7 | 1.9 | 9 | -4 | 3.5 | -18 | 22 |
| C/C(=C/C(=O)O)C(=O)Nc1cccc(C(F)(F)F)c1 | 5 | 0 | 20 | -0.3 | -15 | 4 | 0.6 | 7 | 3 |
| CCc1n[nH]c(=S)n1/N=C/c1ccc2c(c1)OCO2 | 17 | 5 | -21 | -0.6 | -6 | -11 | -0.2 | 22 | 9 |
| Fc1ccc(COc2ccc(-c3nnco3)cc2)cc1 | -14 | / | 3 | -2.1 | -4 | -1 | -0.2 | -8 | 12 |
| CCc1noc(C)c1C(=O)Nc1nc(-c2ccc(Cl)cc2Cl)c(C)s1 | 27 | 0 | -19 | -1.1 | -1 | -17[fluorescence artefact?] | 0.1 | 50 | 23 |
| C#CCOCCOCCOCCNc1nc(N2CCOCC2)nc(N2CCN(C(=O)[C@H]([C@@H](C)CC)n3cc([C@@H](N)CO)nn3)CC2)n1 | 15 | -4 | 4 | -0.3 | 7 | 35 | 0.2 | 17 | 15 |
| O=C(NCCc1csc(-c2cccnc2)n1)c1cccs1 | 15 | -3 | / | 0.1 | -9 | 2 | -0.1 | 0 | / |
| CCC(=O)Nc1ccc(C(=O)CSc2nnc(-c3cccnc3)o2)cc1 | -10 | 5 | 13 | 1.9 | -1 | 6[fluorescence artefact?] | 0.7 | 1 | 6 |
| COC(OC)C12c3ccccc3C(c3ccccc31)C1C(=O)N(c3cccnc3)C(=O)C12 (centres undefined) | -12 | 4 | 10 | 0.5 | 14 | -7 | 0.7 | 16 | 5 |
| COc1cccc(C(=O)O/N=C(\N)c2ccncc2)c1OC | 5 | -1 | 12 | -0.3 | -2 | -11 | 0.4 | -13 | 10 |
